Bioassay records (PubChem)
HTR1E agonist: 5-HT1E receptor agonists, primary screen, cell-based, HTS. actives 0.69% (n = 65,000). CHO 5-HT1E Ga15 NFAT-bla reporter, FRET; 0% DMSO wells, 100% control agonist wells. 5-hydroxytryptamine receptor 1E (Homo sapiens), P28566. activation, % at 6 µM;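 active = activation above a set limit, the screen-wide mean activation plus 3 SD, cut at about 8.5% in these data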;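 also: 100% = positive control agonist at 1 µM giving full maximal response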
HEK293 NFkB inh: inhibitors of PMA/ionomycin-induced NF-kB reporter, primary screen, antigen receptor NF-kB inhibitor project, cell-based, HEK-293 luciferase reporter, luminescence. HEK-293 NF-kB luciferase reporter. inhibition, % at 3 µM. actives 0.21% (n = 62,000). AID 465, 2006;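 active = inhibition above the mean of all tested compounds plus 3 SD, cut at about 40% in these data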;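 also: 0% = stimulated DMSO wells and 100% = 10 µM reference inhibitor 5653914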
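System – HEK-293 cells with stable firefly luciferase reporter driven by four HIV NF-kB elements · Doses – one dose, 3 µM · Schedule – 1 h compound pre-incubation, 16 h PMA/ionomycin at 37 °C · Technique – luminescence from luciferase substrate reagent · Measure – percent inhibition normalized per plate to DMSO and reference-inhibitor controls · Replicates – tested once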
Jurkat viability: cytotoxicity toward Jurkat T cells, primary screen, cytotoxicity control, cell-based, Jurkat E6.1, 60K MLSMR library | Jurkat E6.1 viability, ATP luminescence, 48 h | inhibition, % at 4 µM | actives 1.2% (n = 56,000);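 active = inhibition above the mean inhibition of all tested compounds plus 3 SD, cut at about 28% in these data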
S1P1 ag pot: S1P1 agonists and agonism potentiators, primary screen, cell-based, primary and confirmation screens, CRE-bla reporter | Sphingosine 1-phosphate receptor 1 (Homo sapiens), P21453 | S1P1 CRE-bla cells, forskolin, beta-lactamase FRET, potentiator mode; S1P1 agonist co-added at EC20, 2 nM; 100% = saturating reference agonist, 0% = basal | activation, % at 9.5 µM | actives 0.57% (n = 56,000) | AID 449, 2006;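 active = activation above a cutoff set at the mean activation of all tested compounds plus 3 SD, cut at about 54% in these data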;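 also: forskolin at 4 µM as EC80 and the EC20 agonist is SEW2871; 100% = SEW2871 at its EC100 plus forskolin at EC80; some compounds past the cut are filed as inactive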
M1 antag: antagonists of rat M1 muscarinic receptor. Muscarinic acetylcholine receptor M1 (Rattus norvegicus), P08482. CHO-M1 cells, Fluo-4 calcium, ACh EC80 antagonist mode; active compounds read low. B-score at 10 µM. actives 3.4% (n = 64,000). AID 628, 2007;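 active = calcium fluorescence response, raw or row-and-column corrected B-score, differing from the plate sample mean either way at a set confidence level, mostly lower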
Target sequence (P08482 whole entry, looked up): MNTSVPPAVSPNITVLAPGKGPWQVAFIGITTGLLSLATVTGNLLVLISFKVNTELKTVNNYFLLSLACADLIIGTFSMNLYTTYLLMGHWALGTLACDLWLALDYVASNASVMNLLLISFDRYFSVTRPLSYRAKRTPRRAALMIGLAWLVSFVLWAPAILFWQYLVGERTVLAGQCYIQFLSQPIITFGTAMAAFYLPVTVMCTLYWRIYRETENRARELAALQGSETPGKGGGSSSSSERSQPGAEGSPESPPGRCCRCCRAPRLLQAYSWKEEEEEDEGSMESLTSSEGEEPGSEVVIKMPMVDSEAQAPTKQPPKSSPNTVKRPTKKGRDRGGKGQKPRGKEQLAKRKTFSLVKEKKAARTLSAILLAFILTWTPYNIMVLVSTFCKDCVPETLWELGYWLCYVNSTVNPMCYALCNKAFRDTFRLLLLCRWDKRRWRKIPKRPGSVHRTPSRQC
Her2 expr inh: inhibitors of Her2 protein expression, primary screen, SKBR-3 cells, AlphaScreen, 66K library. Receptor tyrosine-protein kinase erbB-2 (Homo sapiens), P04626. HER2 level % of control, % at 10 µM. SKBR-3 HER2 protein level, 18-24 h; active compounds read low. actives 0.69% (n = 65,000). AID 645, 2007;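 active = HER2 level under 5% of the carrier-only control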;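 also: 100% = DMSO carrier and 0% = 500 nM PU-H71 HSP90 inhibitor; lower value means stronger loss of Her2 protein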
HTR1E antagonist: 5-HT1E receptor antagonists, primary screen, cell-based, HTS. 5-hydroxytryptamine receptor 1E (Homo sapiens), P28566. CHO 5-HT1E Ga15 NFAT-bla reporter, FRET, antagonist. inhibition, % at 6 µM. actives 0.99% (n = 65,000). AID 571, 2007;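 active = inhibition above a set limit, the mean inhibition across every tested compound plus 3 SD, cut at about 29% in these data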;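 also: signal is the 460 over 535 nm emission ratio of beta-lactamase substrate; 0% = agonist plus DMSO wells and 100% = wells without agonist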
S1P3 agonist: human S1P3 receptor agonists, primary screen, cell-based, primary and confirmation, NFAT-BLA reporter; S1P3 NFAT-BLA reporter cells, agonism, FRET ratio; relative to 1 µM S1P, basal subtracted; AID 373, 2006; actives 0.1% (n = 60,000); activation, % at 4.5 µM; Sphingosine 1-phosphate receptor 3 (Homo sapiens), Q99500;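 active = activation above the screen-wide mean plus 3 SD, cut at about 4.5% in these data, passing the limit was not always enough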; also: some compounds called inactive have numbers as strong as hits
Target sequence (Q99500 whole entry, looked up): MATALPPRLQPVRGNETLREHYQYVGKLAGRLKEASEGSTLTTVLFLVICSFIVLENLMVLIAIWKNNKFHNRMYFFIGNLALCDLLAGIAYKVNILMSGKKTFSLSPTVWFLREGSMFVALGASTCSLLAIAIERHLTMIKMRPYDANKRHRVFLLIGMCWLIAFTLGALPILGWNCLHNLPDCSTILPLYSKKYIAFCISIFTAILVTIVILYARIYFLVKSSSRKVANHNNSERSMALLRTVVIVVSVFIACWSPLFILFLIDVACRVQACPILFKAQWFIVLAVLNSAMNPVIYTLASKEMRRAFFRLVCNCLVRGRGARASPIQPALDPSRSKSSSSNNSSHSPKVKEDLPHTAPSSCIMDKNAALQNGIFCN
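Assay system: CHO cells stably expressing human S1P3, Gα16 and NFAT-β-lactamase reporter. Timing: overnight plating, 4 h compound 37 °C, 2 h substrate RT. Signal: β-lactamase FRET emission ratio 460/535 nm. Measure: percent activation versus median 1 µM S1P response, basal-subtracted, per plate. Repeats: primary screen single test, confirmation screen in triplicate.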
M1 ag: M1 muscarinic receptor agonists, primary screen, CHO-M1 cells, Fluo-4 calcium, agonist mode. Muscarinic acetylcholine receptor M1. Fluo-4 calcium fluorescence; active compounds read high. B-score at 10 µM. actives 3% (n = 64,000). AID 626, 2007;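 active = fluorescence rise, raw or as B-score row- and column-corrected plate score, outside the 99.7% band of its plate's samples, either direction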
Starred values were filed as active, the others as inactive; / = no result given.

SMILES	HTR1E agonist	HEK293 NFkB inh	Jurkat viability	S1P1 ag pot	M1 antag	Her2 expr inh	HTR1E antagonist	S1P3 agonist	M1 ag
CN1CCN(Cc2ccc(OCc3ccccc3)cc2)CC1	-0.3	-21	-2	-18	-1.1	119	5	0.0	-1.2
Cc1cc(NC(=O)c2ocnc2C)no1	1.0	1	0	14	0.029	102	-4	-0.7	-0.06
CCC(=O)Nc1nnc(SCC(=O)Nc2ccc(F)cc2)s1	-0.4	9	4	-3	0.038	81	16	-0.9	0.086
CCOc1ccccc1NC(=O)C1Cc2ccccc2CN1S(C)(=O)=O (centres undefined)	0.6	11	/	/	0	70	5	/	-0.25
CCOC(=O)c1cccc(NC(=O)C2CCCN2S(=O)(=O)c2cccc3cccnc23)c1 (centres undefined)	1.0	17	5	2	0.62	103	9	-1.1	1.7
CCCCN1CC(C(=O)NC2CCCCC2)CC1=O (centres undefined)	-0.8	13	-12	6	-0.61	83	4	-0.4	-1.2
NC(=O)C1(N2CCCCC2)CCN(CC(=O)Nc2ccccc2-c2ccccc2)CC1	0.0	16	-3	-15	-0.36	88	-3	-0.9	2.2
Cc1cc(NC(=O)Cn2c(=O)n(Cc3ccccc3)c(=O)c3ccccc32)no1	-0.1	16	/	/	1.2	/	21	/	-0.16
OC1(c2cn(Cc3ccccc3)nn2)CCCCC1	0.0	9	-1	-17	0.091	88	-2	-1.3	0.69
CNC(=O)c1ccc(N(Cc2ccccc2C)S(C)(=O)=O)cc1	-0.8	4	5	16	-0.02	131	1	-1.8	-0.59
COCCN1CN=C(Nc2nc(C)c3ccc(C)cc3n2)NC1	1.4	13	12	-34	-7.3*	99	-7	-0.1	0.27
O=C(c1ccco1)N1CCN(C2CC(=O)N(c3ccc4c(c3)OCO4)C2=O)CC1 (centres undefined)	-0.3	8	-1	/	0.32	94	-1	0.9	0.19
CCOC(=O)C1CCCN(C(=O)Cn2ncc3c(=O)oc4ccc(C)cc4c32)C1 (centres undefined)	0.2	14	-3	-8	-0.029	103	1	-0.3	-0.66
Cc1ccc2[nH]c(=O)c(C(c3nnnn3CCc3ccccc3)N3CCOCC3)cc2c1 (centres undefined)	0.5	6	-2	3	0.28	92	-6	-0.3	-0.23
CC1CCCC(C)N1C(=O)CN1CCN(c2nc(-c3ccc(F)cc3)cs2)CC1 (centres undefined)	-0.1	20	23	77	-1.9	90	8	-1.0	2.6*
CC(=O)Nc1ccc(S(=O)(=O)NCCc2ccccc2)cc1	-1.2	20	14	3	0.084	111	9	-1.0	-0.067
CCC(C)c1ccc(NC(=O)C2CCCN(c3ncccn3)C2)cc1 (centres undefined)	-0.2	8	61*	12	0.82	61	0	-1.5	0.47
Cc1ccc(OCC(O)Cn2c(=N)n(CCN3CCCCC3)c3ccccc32)cc1 (centres undefined)	-0.6	24	6	-13	-0.13	59	6	-1.9	-0.0093
COc1cc(C)c(C)cc1S(=O)(=O)N1CCN(Cc2ccc3c(c2)OCO3)CC1	0.0	16	-9	0	-1.1	99	-3	-0.2	-0.18
C=CCn1c(Cc2nc3ccc(Cl)cc3[nH]2)n[nH]c1=S	0.5	-2	3	-4	/	83	12	-0.1	/
O=C(CC(Cc1ccccc1)C(=O)O)NCCc1ccc2c(c1)OCO2 (centres undefined)	10*	0	-5	-6	-0.39	91	3	-0.7	-0.015
CC(C)(C)n1ncc2c(=O)n(CC(=O)OCc3ccccc3)cnc21	-0.6	6	4	-13	/	96	-5	-1.1	/
CCCCS(=O)(=O)/C=C\C=C/S(=O)(=O)CCCC	-1.6	25	/	/	0.46	-17*	107*	/	0.26
CN(C)c1ccc(C(c2nnnn2C2CCCCC2)N2CCN(C(=O)c3ccco3)CC2)cc1 (centres undefined)	0.5	20	-3	1	/	81	-3	-0.1	/
CCN(CC)S(=O)(=O)c1cccc(C(=O)Nc2nc3cc4c(cc3s2)OCCO4)c1	-0.4	6	36*	-6	-0.45	63	-3	0.0	0.59
Following part.
SMILES	HTR1E agonist	HEK293 NFkB inh	Jurkat viability	S1P1 ag pot	M1 antag	Her2 expr inh	HTR1E antagonist	S1P3 agonist	M1 ag
CCOC(=O)C1=C(C)Nc2ncnn2C1c1c[nH]c2ccccc12 (centres undefined)	0.3	-4	-2	12	0.61	78	-3	-1.6	0.73
CCOCCCn1c(=S)[nH]c2cc(C(=O)N3CCN(C)CC3)ccc2c1=O	0.4	22	/	/	0.42	120	-1	/	-0.76
O=C(CCN1CCCCC1)NCNC(=O)CCN1CCCCC1	-0.9	7	-1	-9	-0.56	123	3	-0.9	-0.83
O=C(CSc1nnc(C2COc3ccccc3O2)o1)N1CCOCC1 (centres undefined)	0.6	11	7	-4	/	77	-1	0.0	/
CCOC(=O)C1=C(C)Nc2nc(SCc3cccnc3)nn2C1c1ccc(OC)cc1 (centres undefined)	1.6	6	1	-29	0.037	66	15	-1.4	-0.24
CN(Cc1cccs1)CC(O)COCc1ccco1 (centres undefined)	-0.2	15	-4	-2	-0.047	82	-11	1.5	0.42
O=C(Nc1ccc2c(c1)OCCO2)NC12CC3CC(CC(C3)C1)C2	-0.1	-25	-6	4	0.19	70	-1	-1.1	-0.21
CC(=O)c1ccc(N2CCN(CCC#N)CC2)c(F)c1	-0.1	15	-3	-13	0.67	76	0	-0.8	-0.45
CN1C(=O)CSc2ccc(NC(=O)NCCC3=CCCCC3)cc21	-0.6	9	/	/	-0.0049	66	-15	/	0.82
COc1ccc(NC(=O)CSc2nc(-c3ccncc3)nn2CC(=O)N2CCCC2)cc1	0.8	17	-8	-22	-1.1	100	4	-0.4	-1.8
CN(CCc1ccccn1)S(=O)(=O)c1ccc2c3c(cccc13)C(=O)N2	-0.9	-1	-2	-13	-0.36	80	-4	0.3	-0.46
O=C(Cn1c(=O)sc2ccccc21)Nc1ccccc1C(=O)O	-0.1	-1	/	/	-0.92	140	-9	/	-0.5
CCOC(=O)CSc1nnc(-c2c[nH]c3ccccc23)n1CC	0.3	2	-1	15	-0.4	109	6	-0.6	0.78
Cc1ccccc1-c1nc(CN2CCC(C(=O)NC3CCN(Cc4ccccc4)CC3)CC2)c(C)o1	0.3	-6	-6	-16	0.018	76	-1	-0.7	-2.4
COc1ccc2cc(CCNC(=O)C(C)C)c(=O)[nH]c2c1	0.1	8	7	4	-0.18	74	-6	-0.1	0.024
c1coc(-c2nc(-c3ccncc3)no2)c1	0.9	-16	-2	/	1.2	127	-4	-0.4	0
O=C(Nc1ccc(N2CCOCC2)c(Cl)c1)c1ncn[nH]1	-0.4	8	2	0	-0.83	87	2	-0.6	-0.26
Cc1onc(-c2ccccc2Cl)c1C(=O)Nc1nn[nH]n1	-0.6	18	2	-25	0.056	121	2	-1.8	-0.043
CC(=O)Nc1ccc(NC(=O)C(C)Oc2ccccc2F)cc1 (centres undefined)	-0.4	0	4	-3	-0.016	108	3	-0.1	-0.15
CCCc1nc(N)c(C#N)c(-c2cccnc2)c1CC	0.1	8	9	-1	0.18	101	14	-1.3	0.19
N#Cc1c(-c2cccs2)cc(-c2cccnc2)nc1N	1.4	7	10	-16	0.69	81	44*	-0.6	2.8*
Cc1cc(Nc2ncc(Cl)cc2Cl)n(-c2ccccn2)n1	0.1	5	/	/	0.29	79	-5	/	-0.016
Cc1ccc(NC2=NC(c3ccc(C)cc3)n3c(nc(C)cc3=O)N2)cc1 (centres undefined)	-1.0	14	5	4	0.056	105	-7	-1.0	0.098
COc1ccc(S(=O)(=O)Cc2ccc(C(=O)NC3CC3)o2)cc1	-0.3	-1	1	-14	-0.022	112	-9	-1.9	-0.62
CCCCC(=O)NCCc1cc2ccc(OC)cc2[nH]c1=O	-0.5	4	-2	-10	0.27	88	-5	-1.1	0.34
More structures follow:
SMILES	HTR1E agonist	HEK293 NFkB inh	Jurkat viability	S1P1 ag pot	M1 antag	Her2 expr inh	HTR1E antagonist	S1P3 agonist	M1 ag
CN(C)S(=O)(=O)Nc1ccc(Br)cc1F	-0.7	1	6	16	0.0025	58	9	-1.0	0.69
COc1ccccc1-n1cnc2cc(C(=O)NCCCN3CCOCC3)ccc21	0.2	29	0	-48	-0.23	106	-3	-0.5	1.3
Cc1ccccc1OCC1Cn2c(nc3c2c(=O)[nH]c(=O)n3C)O1 (centres undefined)	0.0	14	-5	-23	0.031	103	-8	-0.5	0.023
O=C(NC(C(=O)O)c1ccccc1)c1ccc(S(=O)(=O)N2CCOCC2)cc1 (centres undefined)	-0.2	9	0	-9	1.2	89	-5	0.3	0.29
Cc1ccc(S(=O)(=O)NCCCN(C)C)cc1	-1.1	8	-4	-12	0.21	108	-10	0.4	-0.059
CCCn1c(SCC(=O)Nc2ccc3c(c2)OCO3)nc2c1c(=O)n(C)c(=O)n2C	1.3	13	-5	-56	-0.66	95	10	-0.7	-0.17
COc1cccc(N2CCN(Cc3cccnc3)CC2)c1	6.9	16	7	9	-0.087	116	13	-1.1	0.065
COc1cc2c(OC)cccc2cc1C(=O)O	-0.1	-9	-2	-13	0.57	100	-4	-0.8	-0.84
CCOC(=O)c1c(C)[nH]c(C(=O)CN2C(=O)NC(C)(c3ccc(C)cc3)C2=O)c1C (centres undefined)	1.5	11	3	-44	-2.1	91	-12	-1.1	5
Cc1ccc(-n2ncc3c(=O)n(CC(=O)NCC4CCCO4)cnc32)cc1 (centres undefined)	0.0	2	-4	5	1.4	197	-6	-0.3	-0.38
COc1ccc(-n2nc3cc(C)c(NC(=O)c4cccnc4)cc3n2)cc1	-1.5	-3	5	4	-0.54	56	11	-1.2	0.35
O=C(CC(O)(c1ccccc1)C(F)(F)C(F)F)c1cccs1 (centres undefined)	-0.8	6	-1	18	-1.2	99	7	-0.6	0.43
Cc1cccc(-n2ncc3c(NCc4cccnc4)ncnc32)c1	0.6	-6	4	4	-0.25	107	0	-0.7	-0.29
COc1cc2cc(C(=O)O)n(C)c2c(OC)c1OC	-0.7	13	-4	11	-1.5	97	-29	-0.5	-1.5
